Bioassay records from PubChem.
phage Ecoli inh: E. coli growth loss with phage present; growth absorbance; inhibition, % at 11.9 µM; hit rate 0.26% among 360,000; AID 651602; in the data active = inhibition above about 11%
DAGLB inh: blocks human DAGLB lipase activity | inhibition, % at 5.17 µM | HEK293T DAGLB membrane lysate, EnzChek fluorogenic substrate | hit rate 0.059% among 340,000; in the data active = inhibition above about 34%;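 note: 0% = enzyme with vehicle and 100% = wells lacking enzyme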
Target sequence (Q8NCG7 whole entry, looked up): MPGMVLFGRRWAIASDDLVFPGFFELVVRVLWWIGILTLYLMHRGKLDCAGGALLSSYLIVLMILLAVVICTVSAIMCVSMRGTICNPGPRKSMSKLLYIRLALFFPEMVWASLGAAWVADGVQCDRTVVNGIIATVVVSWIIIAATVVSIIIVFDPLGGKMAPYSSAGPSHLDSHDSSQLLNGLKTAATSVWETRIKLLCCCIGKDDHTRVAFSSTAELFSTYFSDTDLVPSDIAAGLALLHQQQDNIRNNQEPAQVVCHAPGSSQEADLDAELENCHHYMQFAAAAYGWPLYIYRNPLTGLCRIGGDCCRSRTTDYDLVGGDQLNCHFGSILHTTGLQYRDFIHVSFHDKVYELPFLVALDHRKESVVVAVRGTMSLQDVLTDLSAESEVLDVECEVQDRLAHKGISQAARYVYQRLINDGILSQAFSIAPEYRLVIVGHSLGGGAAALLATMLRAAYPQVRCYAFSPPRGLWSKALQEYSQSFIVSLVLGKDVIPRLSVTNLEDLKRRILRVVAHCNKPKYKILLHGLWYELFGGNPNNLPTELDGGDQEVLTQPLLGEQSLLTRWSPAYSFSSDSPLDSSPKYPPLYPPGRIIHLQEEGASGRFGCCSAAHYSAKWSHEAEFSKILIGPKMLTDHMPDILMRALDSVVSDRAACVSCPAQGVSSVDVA
PKA-R1A act: PKA-R1A complex activation | hit rate 0.083% among 340,000 | PKA-R1A dissociation, Cy5-IP20 fluorescence polarization; scaled: DMSO 0%, 113 µM cGMP 100% | activation, % at 11.4 µM | AID 504707;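 active = percent activation above the mean of all tested compounds plus 3 SD, cut at about 19% in these data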;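 note: higher means more PKAc released from R1A so a rise in polarization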
E coli growth: bacterial growth inhibition, counter-screen for AddAB inhibitors; E. coli V3065 growth, OD600 absorbance, 18 h; inhibition, % at 11.9 µM; hit rate 0.27% among 330,000; AID 449728;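 active = inhibition above the campaign's mean inhibition across all tested compounds plus 3 SD, cut at about 9.9% in these data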;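 note: uninfected addAB+ strain grown without phage in ampicillin broth; 0% = DMSO wells and 100% = ciprofloxacin 0.95 µg/ml wells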
SUMO Mot1 rescue: SUMOylation pathway inhibition by Mot1-301 growth rescue; hit rate 1% among 320,000; AID 2716; S. cerevisiae Mot1-301 growth rescue, ATP luminescence, 38.5C; percent above DMSO median, 100 means doubled; growth rescue, % at 18.8 µM;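 active = every valid replicate shows activation above 250% relative to neutral control wells; inactive = the rest, any valid replicate at or below 250%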;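 note: OY570 slx delta 5 strain wells were the positive control but not used for scaling; some compounds called inactive have numbers as strong as hits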
CDK5 p35 inh: blocks human CDK5/p35 kinase activity; Q00535+Q15078; Recombinant CDK5/p35, ADP-Glo luminescence, 60 min; inhibition, % at 10 µM; hit rate 0.01% among 330,000;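 active = highest replicate inhibition of at least 50% and at least 75% of replicates reaching 50%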;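 note: plate controls were DMSO neutral control for no effect and GW8510 at 10 µM for full effect; many of its hits are not listed in these tables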
PKA-R2B activ: activators of human PKA-R2B complex | activation, % at 11.4 µM | PKA-R2B holoenzyme dissociation, Cy5-IP20 fluorescence polarization; R2B truncated from residue 108, S112A mutant; 0% DMSO only, 100% 113 µM cGMP | P22694+P31323 | hit rate 0.079% among 340,000 | AID 504700;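 active = activation above a cutoff set at the mean over all compounds plus 3 SD, cut at about 18% in these data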;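 note: higher means more holoenzyme dissociation and a rise in polarization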
Tat transport: inhibitors of E. coli Tat protein transport. E. coli MC4100 TorA-mCherry Tat export, fluorescence. hit rate 0.036% among 340,000. inhibition, % at 10 µM;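 active = mean replicate inhibition at least 50% and at least half of replicates individually reaching 50%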;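 note: exported cargo escapes ClpAP degradation while cytoplasmic cargo is degraded and loses fluorescence; 0% = median of neutral control wells and 100% = median of NaSCN control wells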
HTR5A ag: HTR5A agonism, opioid heterodimer counter-screen | P47898 | HTR5A agonist assay, luminescence, cell-based | activation, % at 9.3 µM | hit rate 0.61% among 340,000 | AID 504692; in the data active = activation mostly above about 9.5%, no sharp cut-off; inactive = mostly below about 7.6%;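 note: 0% = cells with vehicle only and 100% = reference agonist; strong numbers were not always called active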
Target sequence (P47898 whole entry, looked up): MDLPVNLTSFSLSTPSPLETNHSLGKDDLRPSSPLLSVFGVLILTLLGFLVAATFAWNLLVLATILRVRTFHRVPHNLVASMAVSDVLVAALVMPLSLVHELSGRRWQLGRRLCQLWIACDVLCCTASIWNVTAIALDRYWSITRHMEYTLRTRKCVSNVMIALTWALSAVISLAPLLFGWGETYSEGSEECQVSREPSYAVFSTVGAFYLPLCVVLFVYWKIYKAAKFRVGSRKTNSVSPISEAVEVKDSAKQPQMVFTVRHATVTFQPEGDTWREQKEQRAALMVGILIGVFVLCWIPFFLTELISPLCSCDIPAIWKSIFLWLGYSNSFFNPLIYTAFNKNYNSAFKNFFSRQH
HTR5A inv ag: HTR5A inverse agonism, opioid heterodimer counter-screen. hit rate 0.083% among 340,000. inhibition, % at 9.3 µM. P47898. HTR5A cell line, luminescence; in the data active = inhibition mostly above about 23%, no sharp cut-off; inactive = mostly below about 18%;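 note: 0% = cells with DMSO and 100% = no-cell wells with DMSO; some compounds called inactive have numbers as strong as hits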
AddAB inh: less growth of phage-infected E. coli with AddAB; E. coli expressing H. pylori AddAB, absorbance growth; inhibition, % at 11.9 µM; hit rate 0.29% among 330,000; AID 435030; in the data active = inhibition above about 12%;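 note: 0% = vehicle wells of infected cells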
* = called active by the depositor; . = not tested or not shown.

SMILES	phage Ecoli inh	DAGLB inh	PKA-R1A act	E coli growth	SUMO Mot1 rescue	CDK5 p35 inh	PKA-R2B activ	Tat transport	HTR5A ag	HTR5A inv ag	AddAB inh
CN(Cc1cnn(-c2ccc(F)cc2)c1)Cc1nc(Cc2ccccc2)no1	3.0	-9	-4	-0.4	12	-2.3	-8	-2	-3	7	2.4
CC(C)Oc1cccc(C(=O)NC(=S)Nc2cccnc2)c1	1.6	-4	-6	2.4	-6	-0.6	1	7	-2	26	3.5
CCc1noc(C)c1C(=O)Nc1nc2ccc(F)cc2s1	4.9	-2	-7	2.7	51	2.2	-21	4	-4	-11	-1.0
CCOC(=O)c1ccc(NC(=S)NC(=O)COc2ccccc2)cc1	4.1	-10	-14	-0.8	-4	-1.4	1	-6	1	20	-0.6
Fc1c(F)c(F)c(N/N=C/c2c[nH]c3ccccc23)c(F)c1F	2.3	2	0	-0.5	55	1.0	8	-2	4	-11	4.6
O=C(/C=C/c1ccc(Br)o1)OCc1ccccc1	3.1	-15	-14	-2.6	305*	0.7	3	0	-3	-21	1.4
O=C(OCn1nnc2ccccc2c1=O)C1COc2ccccc2O1 (stereo not given)	1.3	-1	-15	1.3	213	0.2	-1	13	-1	13	1.3
CCN1CCN(c2ccc(NC(=O)c3ccco3)cc2Cl)CC1	1.5	2	-2	3.3	4	-0.4	-2	-3	4	-13	3.9
Cn1c(=O)c2c(nc(N3CCOCC3)n2CCc2ccccc2)n(C)c1=O	4.0	0	4	2.5	-18	-0.1	12	3	-2	19	1.5
CN1C(=O)C2(OCCCO2)c2ccccc21	1.9	1	-2	-1.4	-4	-1.2	-5	-4	1	-3	0.3
CCOC(=O)c1cc(-c2ccccc2)nn1Cc1cc(C)no1	1.7	-7	-7	0.2	5	1.3	-8	-3	-2	8	-0.1
CC(C)(C)c1ccc(/C=N/Nc2nncn2N)cc1	3.6	-3	3	.	-4	1.4	-8	-7	-1	2	.
CCOc1ccc(C(=O)Nn2cnnc2)cc1	3.5	2	-13	-2.5	6	1.5	-7	2	2	-3	-1.9
Cc1cccc(C(=O)NNS(=O)(=O)c2ccc(F)cc2)c1O	0.8	-1	2	.	65	-0.3	8	-8	9	-10	.
O=C(CC1SC(N2CCCCC2)=NC1=O)Nc1cccc(C(=O)N2CCCC(C(F)(F)F)C2)c1 (stereo not given)	1.8	7	-4	.	.	-1.8	-8	4	-4	12	.
O=C(NC(N1CCCCCC1)C(Cl)(Cl)Cl)c1ccccc1Cl (stereo not given)	2.4	1	-1	-3.1	-5	1.3	9	-4	0	0	3.2
O=C(NCc1ccco1)C1CCCN1C(=O)Nc1ccc(Br)cc1 (stereo not given)	-0.7	-2	2	.	.	0.7	-11	8	0	0	.
CCc1ccc(OCC(=O)Nc2cc(S(=O)(=O)CC)ccc2O)cc1	5.8	2	-12	0.1	-6	2.0	-11	3	-6	-3	0.1
O=C1c2ccccc2C(=O)N1CCCON1C(=O)c2ccccc2C1=O	2.4	-1	-2	0.9	-8	-1.7	-17	1	4	-9	1.2
N#CC1=C(N)OC2=C(C(=O)CCC2)C1c1ccc(OC(=O)N2CCOCC2)cc1 (stereo not given)	-0.2	1	-2	-0.1	34	3.6	-5	-5	1	-2	-1.0

In the list so far, 5 have fluorine.
SMILES	phage Ecoli inh	DAGLB inh	PKA-R1A act	E coli growth	SUMO Mot1 rescue	CDK5 p35 inh	PKA-R2B activ	Tat transport	HTR5A ag	HTR5A inv ag	AddAB inh
CN(Cc1cnn(-c2ccc(F)cc2)c1)Cc1nc(Cc2ccccc2)no1	3.0	-9	-4	-0.4	12	-2.3	-8	-2	-3	7	2.4
CCc1noc(C)c1C(=O)Nc1nc2ccc(F)cc2s1	4.9	-2	-7	2.7	51	2.2	-21	4	-4	-11	-1.0
Fc1c(F)c(F)c(N/N=C/c2c[nH]c3ccccc23)c(F)c1F	2.3	2	0	-0.5	55	1.0	8	-2	4	-11	4.6
Cc1cccc(C(=O)NNS(=O)(=O)c2ccc(F)cc2)c1O	0.8	-1	2	.	65	-0.3	8	-8	9	-10	.
O=C(CC1SC(N2CCCCC2)=NC1=O)Nc1cccc(C(=O)N2CCCC(C(F)(F)F)C2)c1 (stereo not given)	1.8	7	-4	.	.	-1.8	-8	4	-4	12	.

The main list resumes, starting three compounds before the break.
SMILES	phage Ecoli inh	DAGLB inh	PKA-R1A act	E coli growth	SUMO Mot1 rescue	CDK5 p35 inh	PKA-R2B activ	Tat transport	HTR5A ag	HTR5A inv ag	AddAB inh
CCc1ccc(OCC(=O)Nc2cc(S(=O)(=O)CC)ccc2O)cc1	5.8	2	-12	0.1	-6	2.0	-11	3	-6	-3	0.1
O=C1c2ccccc2C(=O)N1CCCON1C(=O)c2ccccc2C1=O	2.4	-1	-2	0.9	-8	-1.7	-17	1	4	-9	1.2
N#CC1=C(N)OC2=C(C(=O)CCC2)C1c1ccc(OC(=O)N2CCOCC2)cc1 (stereo not given)	-0.2	1	-2	-0.1	34	3.6	-5	-5	1	-2	-1.0
Cc1ccc(NC(=O)Nn2cnnc2)cc1	2.4	0	-5	.	6	2.4	3	-4	1	-8	.
COc1ccc(C2N=C(N)N=C(N)N2c2ccccc2)cc1OC (stereo not given)	1.2	0	-7	-1.4	-5	0.4	-18	-6	2	-4	1.6
Oc1ccc(-c2nccc(-c3ccc(Cl)cc3Cl)n2)cc1	3.5	-6	-8	0.3	15	2.3	-8	3	4	0	4.4
Cc1c2cnn(CC(=O)NCCN3CCOCC3)c(=O)c2c(C)n1Cc1ccccc1F	1.2	0	-3	.	.	-0.4	-13	-5	2	-33	.
Cc1ccccc1N=C1NC(=O)/C(=C/c2cccnc2)S1	-3.6	3	0	-1.6	-6	2.1	-9	2	-3	-19	2.8
Cn1ccnc1Sc1cc(NCCCO)c([N+](=O)[O-])c2nonc12	1.2	0	-14	-1.3	-11	2.8	-8	3	-6	27	0.0
Cc1ccc(NC(=O)CSc2nnc(Cc3ccccc3)c(=O)[nH]2)c(C)c1	5.4	9	6	0.4	-2	-12	-6	2	1	9	3.9
C1=C(c2ccccc2)N2CCN=C2S1	2.0	-1	-7	0.6	-21	5.4	-1	-3	-2	9	1.6
O=C(NNC(=S)NC(=O)c1ccccc1[N+](=O)[O-])c1ccccc1	4.1	-4	-8	0.9	-13	-0.6	6	-2	-5	13	1.7
COc1ccccc1-n1cnnc1SC(C)C(=O)Nc1cccc([N+](=O)[O-])c1 (stereo not given)	3.5	0	3	0.9	5	-0.1	-1	5	8	10	1.2
COc1ccc(OC)c(C(=O)c2ccc(C(=O)Nc3cccc4ccccc34)cc2)c1	2.5	-5	2	0.0	8	-0.7	12	-3	1	0	0.3
Cc1sc2nc(SC3CCOC3=O)n(Cc3ccccc3)c(=O)c2c1C (stereo not given)	1.0	1	1	0.5	12	-1.4	-4	-1	0	5	4.7
CC1=C(C(=O)Nc2cccnc2)C(c2ccc3c(c2)OCO3)C2=C(CCCC2=O)N1 (stereo not given)	2.2	0	8	1.4	-6	-1.2	5	-4	1	-28	0.7
c1ccc(C2CNCc3c2ccc2ccccc32)cc1 (stereo not given)	5.5	-3	9	2.8	26	1.3	-1	3	1	-31	3.2
Cc1nnc(NC(=O)CSc2nnc(CNC(=O)c3ccccc3)n2-c2ccccc2)s1	-0.3	2	2	-0.9	-7	0.5	13	-6	4	-13	2.0
O=C(NC(C(=O)N/N=C/c1ccccn1)c1n[nH]c(=O)c2ccccc12)c1ccccc1 (stereo not given)	2.0	11	-3	-0.3	16	0.8	2	0	0	-6	0.1
CCOC(=O)C1CCN(c2c(NCCN(CC)c3ccccc3)c(=O)c2=O)CC1	-2.8	2	-2	0.8	0	-0.3	8	5	-2	37	0.8
CCC(CC)C(=O)NCCc1ccc(S(N)(=O)=O)cc1	0.9	-1	-1	1.5	97	-0.8	-5	-6	3	-5	2.9
CCCCc1nnc(NC(=O)c2nc3nccc(C)n3n2)s1	2.3	3	-3	-0.1	.	1.9	-7	-2	5	-6	-0.7
O=C(Nc1nc(-c2ccccc2)cs1)c1ccc2c(=O)n3c(nc2c1)CCCCC3	4.8	0	-1	-0.3	-7	-0.2	-1	-3	6	-18	4.2
CCOC(=O)C(=O)NCC(c1cccs1)S(=O)(=O)c1ccc(F)cc1 (stereo not given)	1.4	-2	4	1.5	-5	2.1	0	-1	-2	4	-0.2
O=C(Cc1ccc(Cl)cc1)Nc1ccccc1C(=O)N1CCCC1	1.4	-2	2	-2.7	1	0.1	2	4	0	-1	0.2
O=C(Nc1ccccc1F)c1c[nH]c(=O)[nH]c1=O	-0.3	1	-9	0.1	-9	1.7	7	11	4	-14	1.0
CC(C)(C)C(=O)c1cnc(Nc2ccccc2)s1	2.6	1	-11	0.8	0	2.2	-4	-15	5	-10	3.5
CCC(Sc1ccc(C(=O)O)cc1)C(=O)O (stereo not given)	0.2	-3	-7	-1.3	-8	0.0	1	-9	2	-5	-0.3
CO/N=C\CC(=O)Nc1ccc(Oc2ccccc2)cc1	4.2	-1	0	0.2	6	-1.1	-10	0	3	6	-0.8
O=C(Cc1csc(-c2ccc(F)cc2)n1)Nc1cccc(S(=O)(=O)NC2=NCCC2)c1	3.4	-1	11	-4.9	24	1.0	6	3	-5	12	-3.5
O/N=C/c1cn(-c2ccccc2)nc1-c1cccnc1	4.6	-1	-3	-1.9	-13	1.4	1	-9	-3	8	-0.6
CC(C)CCNC(=O)C1CCC(CNS(=O)(=O)c2ccc(Cl)cc2)CC1 (stereo not given)	2.1	-5	0	.	205	1.1	3	-1	1	-3	.
COc1cccc(OCC(=O)NNC(=O)C(=O)N2CCCC2)c1	3.4	-1	3	0.8	-33	0.5	2	8	7	4	-0.7
C=CCNC(=O)c1ccc2c3n(nc2c1)-c1ccc(Cl)cc1CO3	-0.7	-1	11	-1.2	7	-1.3	-2	1	-1	-9	0.3
CCOC(=O)c1nc2ccccc2c(=O)[nH]1	1.4	0	-1	0.3	-6	0.3	-5	3	4	-11	0.3
